# NALP1 yeast inh: inhibitors of NALP1 inflammasome in yeast; inhibition, % at 10 µM; AID 2071; S. cerevisiae NALP1/ASC/caspase-1 growth, X-gal OD620, 72 h; 280,000 tested, 0.61% active; in the data active = inhibition mostly above about 24%, no sharp cut-off; inactive = mostly below about 32%; also: some compounds called inactive have numbers as strong as hits
# PHOSPHO1 block: PHOSPHO1 (human) inhibition; recombinant PHOSPHO1, absorbance phosphatase assay; inhibition, % at 13.3 µM; 290,000 tested, 1.1% active; AID 1565; in the data active = inhibition above about 60%
# Target sequence (Q8TCT1 whole entry, looked up): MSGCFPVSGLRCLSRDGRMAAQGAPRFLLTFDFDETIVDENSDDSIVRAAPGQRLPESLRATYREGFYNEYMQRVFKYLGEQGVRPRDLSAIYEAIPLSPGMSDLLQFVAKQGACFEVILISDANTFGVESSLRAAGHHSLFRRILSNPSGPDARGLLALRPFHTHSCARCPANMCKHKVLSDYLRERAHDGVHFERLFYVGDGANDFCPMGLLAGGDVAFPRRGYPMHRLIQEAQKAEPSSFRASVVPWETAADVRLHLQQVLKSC
# MEKK2 mut-MEK5: signal of MEK5 binding to mutant human MEKK2 PB1 domain. percent response, % at 10 µM. AID 1530. 290,000 tested, 0.35% active. bead flow cytometry, Alexa488-MEK5 binding to MEKK2 mutant; in the data active = percent response above about 24%, passing the limit was not always enough; also: inactives centre near 1; some results filed as inactive read as strong as hits; reference of the scale not given here
# FID counter: displaces DNA intercalator in HCV helicase counter-screen. AID 1845. DNA fluorescent intercalator displacement, fluorescence. 290,000 tested, 0.17% active. inhibition, % at 7.9 µM; in the data active = inhibition above about 37%;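 also: 0% = vehicle and 100% = reference compound; higher means more ethidium bromide displaced from hairpin DNA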
# OXTR ag: activates the human oxytocin receptor; activation, % at 3 µM; AID 2435; 320,000 tested, 0.32% active; CHO-OTR cells, Fluo-8 calcium fluorescence; normalized: DMSO 0%, oxytocin 100%;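 active = activation above the mean of all tested compounds plus 3 SD, cutoff set per screening run, cut at about 20% in these data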;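 also: peak over basal fluorescence ratio from a 100 s FLIPR kinetic read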
# Target sequence (P30559 whole entry, looked up): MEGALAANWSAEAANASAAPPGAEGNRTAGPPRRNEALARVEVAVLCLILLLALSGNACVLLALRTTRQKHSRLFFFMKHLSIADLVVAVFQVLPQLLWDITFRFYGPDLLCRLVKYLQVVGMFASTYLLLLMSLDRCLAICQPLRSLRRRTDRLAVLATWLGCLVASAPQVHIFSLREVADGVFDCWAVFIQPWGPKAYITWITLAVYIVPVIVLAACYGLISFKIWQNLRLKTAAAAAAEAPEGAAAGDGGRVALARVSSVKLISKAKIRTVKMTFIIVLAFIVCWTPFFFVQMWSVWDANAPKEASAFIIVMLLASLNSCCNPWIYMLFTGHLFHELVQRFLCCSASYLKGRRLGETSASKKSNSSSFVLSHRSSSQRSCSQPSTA
# M18AAP inhibitor: blocks P. falciparum M18 aspartyl aminopeptidase | recombinant PfM18AAP, H-Glu-NHMec fluorogenic cleavage | inhibition, % at 7.35 µM | 290,000 tested, 1.2% active | AID 1822;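 active = inhibition above the campaign mean inhibition over all tested compounds plus 3 SD, cut at about 28% in these data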;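 also: 0% = plate median of test compound wells and 100% = 2 mM ZnCl2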
# GPR7 antag: antagonists of human GPR7 (neuropeptides B/W receptor 1); inhibition, % at 4.4 µM; GPR7-expressing cells, fluorescence antagonist assay; AID 1861; 290,000 tested, 1.1% active; P48145; in the data active = inhibition above about 16%, passing the limit was not always enough;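 also: cells stimulated with the agonist NPW; 0% = agonist with vehicle and 100% = vehicle without agonist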
# Target sequence (P48145 whole entry, looked up): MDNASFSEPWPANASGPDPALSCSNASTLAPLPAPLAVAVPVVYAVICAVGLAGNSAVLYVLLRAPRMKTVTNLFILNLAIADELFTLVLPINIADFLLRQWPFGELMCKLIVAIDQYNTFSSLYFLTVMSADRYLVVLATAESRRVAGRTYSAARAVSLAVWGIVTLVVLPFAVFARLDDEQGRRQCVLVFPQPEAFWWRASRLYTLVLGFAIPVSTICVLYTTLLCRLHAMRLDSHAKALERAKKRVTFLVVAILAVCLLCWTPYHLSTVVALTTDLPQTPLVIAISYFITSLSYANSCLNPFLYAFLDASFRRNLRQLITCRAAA
# MEKK3 PB1 HTS: MEKK3-MEK5 PB1 interaction, increase or decrease; Q99759; bead-based flow cytometry, Alexa488-MEK5 binding to MEKK3; actives lie on both sides; 0 = blocked by unlabeled MEK5, 100 = vehicle; binding response (% of control), % at 10 µM; 290,000 tested, 1.4% active;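 active = binding response more than 3 SD above or below the average of its plate-row segment, actives on both sides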;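 also: Alexa488 bead fluorescence after subtracting the streptavidin-only scavenger bead signal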
# MEKK2wt PB1 HTS: raises or lowers MEK5 binding to wildtype human MEKK2 PB1 domain; binding response (% of control), % at 10 µM; AID 1531; bead flow cytometry, Alexa488-MEK5 binding to MEKK2 WT; actives lie on both sides; 290,000 tested, 1.1% active; in the data active = binding response below about 67% or above about 130%
# * marks the source's active call; other numbers are inactive results; x = not tested or not shown; [ ] = another dose, or the depositor's remark.
no.	compound	NALP1 yeast inh	PHOSPHO1 block	MEKK2 mut-MEK5	FID counter	OXTR ag	M18AAP inhibitor	GPR7 antag	MEKK3 PB1 HTS	MEKK2wt PB1 HTS
1	CC(C)OCCCNC(=O)c1ccc2c(c1)NC(=O)c1ccccc1S2	15	38	1	-38	x	6	-14	97	98
2	Cc1ccc(N2CC(C(=O)N3CCOCC3)CC2=O)cc1C (stereo not given)	2	14	0	-4	1.0	-2	-16	107	106
3	O=C(CCN1CCN(Cc2ccccc2)CC1)NNC(=O)Nc1cccc([N+](=O)[O-])c1	26*	56	-4	27	x	10	-12	98	100
4	Cc1ccc2cc(-c3noc(C(C)(C)C)n3)c(=O)[nH]c2c1	6	14	0	-11	-0.1	-7	-3	100	92
5	COc1ccc(/C=C/C(=O)Nc2cc(S(=O)(=O)N3CCOCC3)ccc2C)cc1OC	3	48	-6	-12	1.2	3	8	101	97
6	C/C(=N/NC(=O)CNC(=O)CCc1ccccc1)c1ccc(Cl)cc1	18	32	15	-16	-3.5	-10	-9	102	96
7	COc1ccc(NC(=O)CSc2nnc(NC(=O)c3ccc(S(=O)(=O)N4CCOCC4)cc3)s2)cc1	20	3	-1	-6	0.6	-1	-7	102	96
8	COc1cccc(C2CCCN2Cc2nc(-c3cnccn3)no2)c1 (stereo not given)	3	40	-12	-8	1.1	0	-4	100	93
9	CCOc1ccc(CN2CCN(Cc3cccn3-c3ncccn3)CC2CCO)cc1 (stereo not given)	-50	27	1	5	0.4	-3	-7	102	107
10	Cc1cc(Br)cc2c(C(=O)Nc3c(C)n(C)n(-c4ccccc4)c3=O)cc(-c3cccs3)nc12	38	4	1	-6	-1.6	-5	-2	103	93
11	Cc1ccc(NC(=O)CN2C(=O)c3ccccc3C2=O)cc1	26	56	1	-6	-0.5	-2	7	90	93
12	CCN(c1ccccc1)S(=O)(=O)c1ccc(F)c(C(=O)O)c1	7	20	4	-19	0.0	3	1	101	101
13	CC1Cc2ccccc2N1C(=O)C1CCCN(S(=O)(=O)c2cccc3cccnc23)C1 (stereo not given)	-7	10	-2	-28	-0.9	5	-10	97	96
14	CCn1c(=O)c2sccc2n(CC(=O)NC2CCCC2)c1=O	4	-12	0	-2	0.8	1	0	102	101
15	CSCC[C@H](NC(=O)N1CCn2c1nc1ccccc12)C(=O)NCC1CCCO1 (stereo not given in full)	-12	1	-2	-23	-1.5	2	1	99	97
16	O=[N+]([O-])c1cccc(-c2cnc3ccccc3n2)c1	6	16	12	-4	-0.8	-4	-9	107	101
17	COc1cccc(NC(=O)NNC(=O)C(C)Oc2ccc3ccccc3c2)c1 (stereo not given)	10	-18	0	-33	x	-7	-7	104	98
18	CC1(C)CC(=O)C2=C(C1)OC(N)=C(C#N)C2c1ccoc1 (stereo not given)	1	7	2	0	0.3	4	-1	99	96
19	Cc1ccc(-n2ncc3c(NNC(=O)Cc4ccccc4)ncnc32)cc1	19	-15	1	-12	-1.0	6	-6	143*	108
20	O=S1(=O)N=C(N2CCN(Cc3ccccc3)CC2)c2ccccc21	4	24	8	1	0.3	-5	3	97	97
21	COc1ccc(Nc2nnc(SC(C(=O)Nc3ccc(OC)c(Cl)c3)c3ccccc3)s2)cc1 (stereo not given)	-18	-13	-1	1	-0.1	1	-2	103	109
22	CCOc1ccc(CCNC(=O)CS(=O)Cc2nc(-c3ccc(OC)c(OC)c3)oc2C)cc1OCC (stereo not given)	-5	37	1	-62	-1.6	-2	-2	98	103
23	C=CCNC(=O)COC(=O)c1ccc(Sc2nncn2C)c([N+](=O)[O-])c1	-14	32	-1	-3	-0.5	0	1	116	106
24	Cc1[nH]nc2c1C(c1ccoc1)C(C#N)=C(N)O2 (stereo not given)	x	x	4	2	0.4	1	-6	113	97
25	CN(C#N)c1nccc(-c2cccs2)n1	17	16	-5	2	-1.0	-12	3	101	100

26	CCOCCN1CCN(c2c(C)c(C)nc3cc(-c4cc(OC)cc(OC)c4)nn23)CC1
27	O=C(CN1CCN(c2ccccc2F)CC1)NC(=O)NCc1ccccc1
28	Cc1[nH]nc2c1C1(C(=O)Nc3ccc([N+](=O)[O-])cc31)C(C#N)=C(N)O2 (stereo not given)
29	Cc1ccc(C)c(NC(=S)NNC(=O)c2csc3c2CCC(C)C3)c1 (stereo not given)
30	COc1cc(C=O)ccc1OCc1ccncc1
31	Cc1ccc(NC(=O)C(CC(C)C)NC(N)=O)cc1Cl (stereo not given)
32	C=CCc1c(N(CC)CC)nc(C)[nH]c1=O
33	CCCCCCOC1(c2ccccc2)OC(=O)c2ccccc21 (stereo not given)
Compound,26,27,28,29,30,31,32,33
NALP1 yeast inh,10,-10,24,x,6,34,-17,17
PHOSPHO1 block,19,2,14,57,34,-9,24,5
MEKK2 mut-MEK5,-4,-4,-1,-3,4,8,7,x
FID counter,-5,-12,0,-32,-4,-7,-8,0
OXTR ag,-1.5,-0.7,-0.1,-1.4,0.9,-0.1,-0.2,0.4
M18AAP inhibitor,1,5,6,-7,-8,-12,5,-8
GPR7 antag,1,-7,-6,-7,-10,5,-13,1
MEKK3 PB1 HTS,88,94,94,88,105,101,104,x
MEKK2wt PB1 HTS,94,93,91,92,105,114,103,x

34	Cc1csc(C2=C(O)CN(c3ccc4c(c3)OCCOCCOCCOCCO4)C2=N)n1
35	Cc1ccc(S(=O)(=O)N2CCN(C(=O)CC3CCCC3)CC2)cc1
36	c1ccc(-c2cn(C[C@H]3CC[C@H](Cn4cc(-c5ccccn5)nn4)O3)nn2)nc1
37	Cc1cc(Cl)ccc1NC(=S)NCc1ccc(F)cc1
38	O=C(Nc1ccc(-c2cnco2)cc1)c1ccc(Cl)cc1
39	COc1ccccc1NC(=O)Nc1nnc(C(C)c2ccccc2)s1 (stereo not given)
40	CN1C/C(=C/c2ccncc2)C(=O)/C(=C/c2ccncc2)C1
41	CCn1cnc2cc(NCc3ccc(OC)cc3)ccc21
Compound,34,35,36,37,38,39,40,41
NALP1 yeast inh,10,42,4,-7,-8,3,66*,-7
PHOSPHO1 block,-13,3,21,-16,46,29,39,-4
MEKK2 mut-MEK5,2,1,6,4,1,-6,3,10
FID counter,-17,-22,-19,-13,-2,-16,-11,-3
OXTR ag,x,1.7,0.0,11,-0.2,-0.9,-0.4,4.5
M18AAP inhibitor,-11,-8,-4,4,0,-11,13,14
GPR7 antag,0,-2,-6,-15,-3,-2,-4,3
MEKK3 PB1 HTS,94,98,100,104,98,97,101,96
MEKK2wt PB1 HTS,98,99,105,104,97,90,100,101

42	CCOc1ccc(CCNC(=O)Cn2ncn3nc(-c4ccc(OC)cc4)cc3c2=O)cc1
43	Cc1ccc(NC(=O)c2ccc(=O)n(CC(=O)Nc3c(C)cc(C)cc3C)n2)cc1
44	COc1ccc(-c2csc(/C(C#N)=C\c3cccc([N+](=O)[O-])c3)n2)cc1
45	Cc1ccc2nc(-c3ccc(NS(C)(=O)=O)cc3)cc(-c3ccccc3)c2c1
46	CCOCCCNC(=O)C1(O)c2cc(Br)ccc2NC(=O)N1c1ccc(CC)cc1 (stereo not given)
47	COc1ccc(Br)cc1CN(C)CC(=O)Nc1cc(Cl)ccc1Cl
48	Fc1ccc(/C=N/n2c(C3CCCCC3)n[nH]c2=S)cc1
49	CC1=NN(C(=S)Nc2ccccc2)C(c2ccccc2)C1 (stereo not given)
Compound,42,43,44,45,46,47,48,49
NALP1 yeast inh,27,-2,22,17,15,15,10,8
PHOSPHO1 block,-16,24,0,42,x,-6,-42,-42
MEKK2 mut-MEK5,9,0,2,9,4,7,-2,-1
FID counter,-10,-37,0,-13,-19,-2,-24,-6
OXTR ag,2.3,-3.0,0.8,1.3,-1.4,1.6,-2.1,-0.7
M18AAP inhibitor,-1,7,-2,5,-3,-4,11,-1
GPR7 antag,-10,-4,-9,-27,-6,-5,-12,-2
MEKK3 PB1 HTS,104,97,93,103,104,103,99,99
MEKK2wt PB1 HTS,108,93,89,131,104,101,100,100

# One compound at a time, as listed above. Order of screens: NALP1 yeast inh | PHOSPHO1 block | MEKK2 mut-MEK5 | FID counter | OXTR ag | M18AAP inhibitor | GPR7 antag | MEKK3 PB1 HTS | MEKK2wt PB1 HTS
# Entry for CC1=NN(C(=S)Nc2ccccc2)C(c2ccccc2)C1 (stereo not given) = 8 | -42 | -1 | -6 | -0.7 | -1 | -2 | 99 | 100
# Entry for COc1ccc(-c2csc(/C(C#N)=C\c3cccc([N+](=O)[O-])c3)n2)cc1 = 22 | 0 | 2 | 0 | 0.8 | -2 | -9 | 93 | 89
# Entry for Cc1ccc(NC(=O)c2ccc(=O)n(CC(=O)Nc3c(C)cc(C)cc3C)n2)cc1 = -2 | 24 | 0 | -37 | -3.0 | 7 | -4 | 97 | 93
# Entry for CCOc1ccc(CCNC(=O)Cn2ncn3nc(-c4ccc(OC)cc4)cc3c2=O)cc1 = 27 | -16 | 9 | -10 | 2.3 | -1 | -10 | 104 | 108

# Continuation.
50	C=CCc1c(Cl)nc(C)nc1NCc1ccccc1
51	O=C(N/N=C/C(Cl)=C\c1ccccc1)c1cnccn1
52	CN(C)c1nnnn1-c1ccc(Cl)cc1
53	Cc1ccc(C2=NN(S(=O)(=O)c3ccccc3)C(c3ccccc3O)C2)cc1 (stereo not given)
54	CC(=O)Oc1cccc(NC(=O)c2cccc(C(=O)Nc3cccc(OC(C)=O)c3)c2)c1
55	COCc1nnc(NC(=O)CCCOc2ccccc2)s1
56	COc1ccc(S(=O)(=O)NNC(=O)c2cc3c4ccccc4n(C)c3s2)cc1
57	Cn1ncc(Cl)c1C(=O)N/N=C/c1cccc(OC2CSC2)c1
Compound,50,51,52,53,54,55,56,57
NALP1 yeast inh,8,16,-8,7,2,16,16,28
PHOSPHO1 block,-32,14,44,6,5,0,17,-20
MEKK2 mut-MEK5,1,5,-10,161*,2,-1,1,-3
FID counter,-11,-2,-6,-19,-27,-6,-3,-20
OXTR ag,2.2,-1.1,-0.1,x,0.0,-1.1,0.1,0.3
M18AAP inhibitor,1,4,-9,2,1,-2,2,9
GPR7 antag,1,-11,-11,-26,10,0,-4,-8
MEKK3 PB1 HTS,100,104,100,14*[inhibitor],103,104,108,88
MEKK2wt PB1 HTS,105,101,91,x,104,100,102,89

# Three entries drawn at random from the list so far, as already listed:
14	CCn1c(=O)c2sccc2n(CC(=O)NC2CCCC2)c1=O
57	Cn1ncc(Cl)c1C(=O)N/N=C/c1cccc(OC2CSC2)c1
29	Cc1ccc(C)c(NC(=S)NNC(=O)c2csc3c2CCC(C)C3)c1 (stereo not given)
Compound,14,57,29
NALP1 yeast inh,4,28,x
PHOSPHO1 block,-12,-20,57
MEKK2 mut-MEK5,0,-3,-3
FID counter,-2,-20,-32
OXTR ag,0.8,0.3,-1.4
M18AAP inhibitor,1,9,-7
GPR7 antag,0,-8,-7
MEKK3 PB1 HTS,102,88,88
MEKK2wt PB1 HTS,101,89,92

# More results follow:
58	NC(=O)C1CCCN(C(=O)c2ccc3nc(Cc4cccc(Cl)c4)oc3c2)C1 (stereo not given)
59	CCCCS(=O)(=O)/C=C/[C@H]1[C@H](S(=O)(=O)CCCC)[C@H]2C=C[C@@H]1C2
60	COCCNC(=S)Nc1cc2oc3ccccc3c2cc1OC
61	Oc1c(C(c2ccc(F)cc2)N2CCc3ccccc3C2)sc2ncnn12 (stereo not given)
62	CCc1nc(-c2cc3ccc(C)cc3[nH]c2=O)no1
63	CCOC(=O)N1CCN(c2c(NCCN(C)Cc3ccccc3)c(=O)c2=O)CC1
Compound,58,59,60,61,62,63
NALP1 yeast inh,2,4,-7,-3,-4,x
PHOSPHO1 block,17,6,28,-3,-21,6
MEKK2 mut-MEK5,2,5,10,8,-5,-4
FID counter,-35,-13,-13,-14,-5,1
OXTR ag,1.3,0.4,x,-1.1,-0.2,-0.1
M18AAP inhibitor,-1,2,4,53*,-1,0
GPR7 antag,-10,-1,-4,1,-3,-1
MEKK3 PB1 HTS,108,119,108,104,99,101
MEKK2wt PB1 HTS,106,104,111,101,97,103
